Bioassay records from PubChem BioAssay.
FXIa inh = blocks human coagulation factor XIa protease activity; purified FXIa, Boc-Glu-Ala-Arg-AMC fluorogenic substrate; inhibition, % at 5 µM; 0.14% of 220,000 active;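 active = inhibition of at least 40%; inactive = inhibition below 40%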;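 note: fluorescence of freed AMC excited at 355 nm; 0% = enzyme without compound and 100% = no enzyme blank; many of its hits are not listed in these tables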
Wee1 stabilizer = inhibitors of human Wee1 degradation; HeLa Luc-Wee1K328M stability, luciferase luminescence; 100% = proteasome inhibitor MG132 effect; 1.2% of 220,000 active; reporter increase, % at 5 µM;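 active = activation above the mean of all tested compounds plus 3 SD, set per screening run, cut at about 8.8% in these data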;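 note: cells exposed to compound for 20 h before luminescence read; 0% = DMSO alone and 100% = MG132 at 30 µM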
14-3-3 Bad PPI = disrupts binding of bovine 14-3-3 zeta to phospho-Bad peptide. TR-FRET 14-3-3zeta/Dy647-pBad peptide displacement, 1 h. inhibition, % at 21.7 µM. 0.71% of 220,000 active. AID 781;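 active = inhibition above about 70%, limit read from the data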;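 note: 0% = full 14-3-3 plus peptide FRET controls and 100% = background without 14-3-3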
Target sequence (P63103 whole entry, looked up): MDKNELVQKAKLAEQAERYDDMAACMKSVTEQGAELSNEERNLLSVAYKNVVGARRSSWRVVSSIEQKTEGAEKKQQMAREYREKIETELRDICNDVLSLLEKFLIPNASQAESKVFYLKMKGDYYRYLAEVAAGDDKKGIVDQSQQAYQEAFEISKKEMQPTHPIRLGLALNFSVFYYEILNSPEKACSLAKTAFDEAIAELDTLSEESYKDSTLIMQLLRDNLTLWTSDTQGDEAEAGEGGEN
FXIIa inh 1536 = blocks human coagulation factor XIIa protease activity | P00748 | purified FXIIa, Boc-QGR-AMC fluorogenic substrate, 2 h | inhibition, % at 5 µM | 0.3% of 220,000 active | AID 800; in the data active = inhibition above about 40%;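 note: 0% = enzyme with no compound and 100% = blank without enzyme; many of its hits are not listed in these tables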
hK5 inh = inhibitors of human kallikrein 5 | recombinant hK5, fluorogenic AMC substrate cleavage | 0.59% of 210,000 active | inhibition, % at 5 µM | Q9Y337;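 active = inhibition of 40% or more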;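 note: 0% = enzyme controls without compound and 100% = no-enzyme blanks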
Rad51 HR inh = Rad51 (human) homologous recombination inhibition; AID 1385; hRad51 DNA strand exchange, fluorescence dequenching; Q06609; inhibition, % at 10 µM; 0.085% of 200,000 active;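 active = inhibition above 40% at the single screening dose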;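 note: 0% = DMSO control wells and 100% = blanks with heterologous ssDNA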
Target sequence (Q06609 whole entry, looked up): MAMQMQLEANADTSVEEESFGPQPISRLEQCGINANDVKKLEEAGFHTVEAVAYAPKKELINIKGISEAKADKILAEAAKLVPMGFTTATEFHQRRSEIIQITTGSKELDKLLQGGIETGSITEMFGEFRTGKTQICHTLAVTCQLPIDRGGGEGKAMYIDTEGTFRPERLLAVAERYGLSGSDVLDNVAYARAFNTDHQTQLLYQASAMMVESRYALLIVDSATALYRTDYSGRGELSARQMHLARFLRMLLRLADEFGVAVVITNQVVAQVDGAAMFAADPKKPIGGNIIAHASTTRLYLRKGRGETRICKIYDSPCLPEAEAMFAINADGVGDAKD
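Test system: preformed human Rad51 ssDNA filaments. Compound dosing: single dose, 10 µM final compound. Incubation: filaments 15 min 37 °C, then compound 30 min. Technique: FRET fluorescence dequenching, excitation 485 nm, emission 520 nm. Read-out basis: percent inhibition from fluorescence, normalised to plate control and blank means. Benchmarks: plate controls and plate blanks.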
eIF4E 4G PPI = blocks eIF4E binding to eIF4G. TR-FRET eIF4E-eIF4GI(517-606) binding, 2 h. inhibition, % at 21.7 µM. 0.37% of 220,000 active. P63073+Q04637;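 active = inhibition above about 30%, limit read from the data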;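 note: 0% = full FRET control wells and 100% = background wells lacking eIF4GI fragment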
MDM2 E3 inh = blocks human Mdm2 ubiquitin ligase activity; cell-based MDM2 ubiquitination luciferase reporter, 2 h; 0 = plate control, 100 = twice control, blank-subtracted; signal enhancement, % at 5 µM; 0.11% of 210,000 active;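 active = signal enhancement of 30% or more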;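 note: luminescence tracks abundance of the self-degrading MDM2-luciferase fusion protein; higher signal means inhibition of MDM2 E3 ligase activity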
Target sequence (Q00987 whole entry, looked up, the tested form may be a part): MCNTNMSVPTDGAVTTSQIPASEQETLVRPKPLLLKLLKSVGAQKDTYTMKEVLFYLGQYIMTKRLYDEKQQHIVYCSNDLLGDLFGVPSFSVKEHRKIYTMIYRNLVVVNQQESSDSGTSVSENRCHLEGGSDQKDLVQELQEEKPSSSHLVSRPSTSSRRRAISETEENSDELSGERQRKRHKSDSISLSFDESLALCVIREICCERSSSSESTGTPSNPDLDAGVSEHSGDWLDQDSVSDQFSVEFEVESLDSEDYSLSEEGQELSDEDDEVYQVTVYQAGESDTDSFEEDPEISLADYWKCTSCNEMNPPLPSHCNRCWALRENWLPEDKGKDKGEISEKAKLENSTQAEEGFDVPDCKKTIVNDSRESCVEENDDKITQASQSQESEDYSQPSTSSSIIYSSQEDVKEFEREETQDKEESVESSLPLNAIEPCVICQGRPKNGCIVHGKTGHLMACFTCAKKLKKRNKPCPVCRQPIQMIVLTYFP
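Buffer or medium: Cells held in DMEM | Assay system: Stable mammalian line carrying autodegrading MDM2–luciferase fusion reporter | Quantity: 2000 cells/well | Times: 4 h settle plus 2 h compound, 37 °C | Doses: One concentration, 5 µM, with 0.2% DMSO | Technique: Luminescence with SteadyLite reagent, 15 min at room temperature | Benchmarks: Plate controls and plate blanks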
p97 inhibitor = blocks human p97 ATPase activity; recombinant p97 ATPase, Kinase-Glo ATP luminescence, 3 h; P55072; AID 1481; 0.42% of 220,000 active; inhibition, % at 8 µM; in the data active = inhibition above about 15%;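 note: 0% = DMSO vehicle and 100% = wells lacking enzyme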
* hit, by the source's call; . = no result given; [ ] = remark or other dose. Outcome played no part in choosing rows; any-hit rate near 3.5%.

SMILES	FXIa inh	Wee1 stabilizer	14-3-3 Bad PPI	FXIIa inh 1536	hK5 inh	Rad51 HR inh	eIF4E 4G PPI	MDM2 E3 inh	p97 inhibitor
COc1cccc(COc2ccccc2C2Nc3ccc(Br)cc3C(=O)N2NC(=O)c2ccncc2)c1 (stereo not drawn)	-1	-1	5	14	-5	.	2	-12	2
CN1CCN(c2ccc([N+](=O)[O-])cc2NC(=O)c2ccccc2Cl)CC1	-3	0	-5	15	3	.	-4	4	6
COCC(=O)NNC(=O)c1ccc(OC)cc1	1	0	-7	8	-1	-4	-5	0	3
O=C(NCCc1cccs1)C1CC(c2c(Cl)cccc2Cl)=NO1 (stereo not drawn)	-3	3	27	10	12	2	1	-5	1
O=C(Nc1ccccc1Cl)C1CC(=O)n2c(nc3ccccc32)N1 (stereo not drawn)	-6	-1	-4	-1	-5	7	6	-10	3
COc1ccc(C2=NN(S(C)(=O)=O)C(c3cccs3)C2)cc1 (stereo not drawn)	-1	-2	-1	4	4	-2	-1	-7	0
CN(C)CCn1c(=O)n(-c2ccc(F)cc2)c(=O)c2c3c(sc21)CCCCC3	2	0	0	7	1	-7	2	-15	-4
O=c1cc(COc2ncnc3c(Cl)cc(Cl)cc23)nc2sccn12	1	0	4	0	-1	.	-1	-9	4
Cc1ccc(-c2nc3cc(NC(=O)C(C)C)ccc3o2)cc1	-21	25*	0	-12	-16	6	-8	-16	0
O=C(COC(=O)CCSc1ccccc1)NCc1ccccc1Cl	5	0	-1[fluorescence artefact?]	0	-5	-3	2	-15	-9
Nc1cc(=O)[nH]c(SCC(=O)Nc2cc([N+](=O)[O-])ccc2Cl)n1	1	0	0	12	3	15	-1	-15	-1
O=C1CCCc2ccccc2N1	1	2	-1	8	.	.	2	-16	3
CCCC1(C(=O)OC)NC(c2ccc(OC)c(OC)c2)C2C(=O)N(c3ccc4c(c3)OCO4)C(=O)C21 (stereo not drawn)	-5	1	-14	7	-6	-7	-4	-15	4
O=C(/C=C/c1ccc([N+](=O)[O-])cc1)OCc1cnc(-c2ccccc2)o1	6	-1	-4	9	5	-2	1	-3	4
O=C(/C=C/c1cccc([N+](=O)[O-])c1)N1CC[C@@]2(O)CCCC[C@H]2C1	2	-1	-11	10	2	.	-2	-13	3

Only MDM2 E3 inh and FXIIa inh 1536, for some of the entries so far:
| Molecule | MDM2 E3 inh | FXIIa inh 1536 |
| --- | --- | --- |
| COc1cccc(COc2ccccc2C2Nc3ccc(Br)cc3C(=O)N2NC(=O)c2ccncc2)c1 (stereo not drawn) | -12 | 14 |
| CN1CCN(c2ccc([N+](=O)[O-])cc2NC(=O)c2ccccc2Cl)CC1 | 4 | 15 |

Further records.
SMILES	FXIa inh	Wee1 stabilizer	14-3-3 Bad PPI	FXIIa inh 1536	hK5 inh	Rad51 HR inh	eIF4E 4G PPI	MDM2 E3 inh	p97 inhibitor
COC(=O)c1cc(OC)c(OC)cc1NC(=S)N1CCCC1	-4	0	-16	10	3	7	-1	-8	1
COc1nc(OC)nc(N2CCC(C(=O)NCc3ccco3)CC2)n1	3	-1	-5[fluorescence artefact?]	7	-1	5	6	.	3
O=C(O)CCc1nc(-c2ccccc2Cl)no1	8	-1	-7[fluorescence artefact?]	11	4	4	-10[fluorescence artefact?]	1	3
O=C(NCc1ccccn1)Nc1cccc(NC(=O)NCc2ccccn2)c1	0	-2	-6	10	-3	-3	-9	-11	0
Cc1cccc2nc(CSc3nnc4ccccn34)cn12	6	1	8	12	5	-1	-3	-16	-4
CC(NC(=O)C1CCC(=O)N1Cc1ccc(F)cc1)c1ccc2c(c1)OCCO2 (stereo not drawn)	7	-1	-4	15	-5	1	0	-11	1
O=C(NNC1=NCCCCC1)c1cccc([N+](=O)[O-])c1	-4	-3	-6	1	-3	4	2	-8	2
C#CCNC(=O)C1=C[C@@H](c2coc3ccccc3c2=O)[C@H](CCCO)[C@@H](OCC)O1	0	0	-1	8	1	4	-1	.	3
O=C(Cn1nnc(-c2ccccc2)n1)OC1CCOC1=O (stereo not drawn)	1	5	0[fluorescence artefact?]	11	-24	-1	0[fluorescence artefact?]	-16	-4
COc1ccc2c(C)cc(SCC(=O)Nc3c(C)n(C)n(-c4ccccc4)c3=O)nc2c1	5	-2	-11	19	-3	-5	-7	-6	-6
CN(C(=O)COC(=O)COc1ccccc1F)C1CCS(=O)(=O)C1 (stereo not drawn)	-1	2	7	-2	4	5	-2	-19	-3
CCc1cc(C(=O)OC)c(NC(=O)CC2Nc3cc(C)c(C)cc3NC2=O)s1 (stereo not drawn)	6	-3	-15	9	-20	-191	0	-3	5
O=C(CSc1nc2ccccc2c(=O)n1-c1ccc(F)cc1)Nc1ccc(Cl)c(S(=O)(=O)N2CCOCC2)c1	8	14*	-6[fluorescence artefact?]	7	-10	.	18	-13	6
O=C(Nc1cnn(Cc2ccc(Cl)cc2)c1)c1ccc([N+](=O)[O-])cc1	7	-2	-3[fluorescence artefact?]	18	-19	-1	-3	0	4
COc1ccc(OC)c(-n2nnnc2SCC(=O)Nc2nc(C)c(C)s2)c1	-12	1	2	-10	5	-5	0	3	4
Cc1ccc2nc(N/C(=N/S(=O)(=O)c3ccc(F)cc3F)c3ccccc3)sc2c1	0	9.0*	-5	6	.	.	-1	-2	-1
CCCCCc1c(C)nc(N2CCc3ccccc3C2)[nH]c1=O	-7	2	6	-10	-2	.	-2	-8	-1
Cc1cccc(N2CSC3=C(C#N)C(c4ccc(C)o4)CC(=O)N3C2)c1 (stereo not drawn)	8	-1	13	18	-75	3	16	-9	17*
Cc1ccc(-c2nnc3ccc(SCC(=O)N4CCc5ccccc54)nn23)cc1	1	-1	9[fluorescence artefact?]	5	-36	0	-3[fluorescence artefact?]	-16	-2
COc1cccc(C(=O)N2CCC(O)(c3cccnc3)CC2)c1	5	-4	1	20	5	1	5	-7	5
Cc1nc(-c2ccccc2)sc1-c1nc(-c2ccccc2)ncc1S(=O)(=O)c1ccccc1	-7	2	-10[fluorescence artefact?]	7	-1	.	-4[fluorescence artefact?]	-15	6
CCCCOc1ccc(NC(=O)C2OC3OC(C)(C)OC3C3OC(C)(C)OC23)cc1 (stereo not drawn)	5	-2	-21[fluorescence artefact?]	7	-25	4	0	-8	6
O=C(CCCC(=O)NCc1ccc(F)cc1)NCc1ccc(F)cc1	-6	-2	-5	4	-6	.	-1	-16	-1
Cc1cc(=O)n(C)c(=O)n1CC(=O)N1CCCCCC1	3	0	-12[fluorescence artefact?]	14	6	2	-4[fluorescence artefact?]	11	1
CC(C)(C)c1ccc(C(=O)NNC(=O)c2ccc(Cl)cc2)cc1	-13	-4	-2	1	-14	14	5	1	-1
Cc1noc(C(=O)Nc2c(C)nn(Cc3ccccc3)c2C)c1Cl	4	-3	6	20	-6	-7	-5	-3	-8
Cn1c(CNc2ccccc2)nc2ccccc21	-6	0	8	-1	-10	15	3	-3	-13
CC(C)c1ccc(NC(=S)NC2CC3C=CC2C3)cc1 (stereo not drawn)	-1	19*	2	4	0	.	-3	0	5
COC(=O)c1ccccc1S(=O)(=O)N(Cc1cc2cc3c(cc2[nH]c1=O)OCO3)C1CCCCC1	-1	2	5[fluorescence artefact?]	15	-12	.	-26	11	-2
CCCCN=C1NC(=O)C(CC(=O)NCCc2ccc(OC)cc2)S1 (stereo not drawn)	5	3	5	2	-6	-4	6	-34	7
Cc1ccc(C(=O)CSc2nnc(-c3cccnc3)n2N)cc1	-4	1	5	4	-7	-8	5	-2	2
Cc1cc([N+](=O)[O-])nn1CC(=O)N/N=C/c1ccccc1F	-8	7	0	5	-6	16	3	-13	7
CCCCCC(=O)NC(=S)Nc1cccc(C(C)=O)c1	-6	8	-9	6	-2	-2	-5	-14	1
C=CCNC(=O)N1CCCC(C(=O)c2cccc(Cl)c2)C1 (stereo not drawn)	-2	-4	-2	3	.	-20	3	-5	6
CCCn1c(SCC(=O)Nc2ccc(OC)cc2)nnc1-c1ccncc1	-5	-1	14	17	13	-6	2	-4	5
Cc1ccc(C(=O)COC(=O)c2cn(-c3ccccc3)nc2-c2ccccc2)cc1[N+](=O)[O-]	9	-1	-17	11	0	.	-3	4	0
Cc1cccc(OC(=O)n2c(=S)oc3cc(Cl)ccc32)c1	13	1	15	16	-4	2	1	-5	6
CCOC(=O)c1c(C)c(C(=O)O)n(C)c1C	-5	0	9	-4	10	0	2	-19	4
CC(=O)Nc1nc(-c2cc([N+](=O)[O-])cs2)cs1	10	-2	-11	9	3	4	-8	-15	5
O=c1[nH]ncc(N2CCCCC2)c1Cl	2	-2	-3[fluorescence artefact?]	1	-10	7	14	-1	3
COc1ccc2nc3c(c(-c4ccccc4)c2c1)CCC3	-3	-1	6[fluorescence artefact?]	3	-7	-10	1	.	-4
CC1CCCN(c2c([N+](=O)[O-])c(=O)oc3ccccc23)C1 (stereo not drawn)	-15	-1	13	14	-17	-2	0	-3	5
CC(C)[C@@H]1CC[C@@H](C)C[C@H]1OC(=O)C[n+]1cc(-c2ccc(Cl)cc2)n2c1CCCCC2	4	-3	0	9	5	-2	5	-84	4
COc1ccc(CNC(=O)C2CCCN2S(=O)(=O)c2ccc(Cl)cc2)cc1 (stereo not drawn)	3	2	9[fluorescence artefact?]	13	-11	8	3	14	-4
Cc1cc(C)c(S(=O)(=O)N2CCN(c3ccc([N+](=O)[O-])c(-n4nc(C)cc4C)c3)CC2)c(C)c1	0	1	0	3	7	4	-8[fluorescence artefact?]	-6	-8

Structural class: those above containing a COOH group.
SMILES	FXIa inh	Wee1 stabilizer	14-3-3 Bad PPI	FXIIa inh 1536	hK5 inh	Rad51 HR inh	eIF4E 4G PPI	MDM2 E3 inh	p97 inhibitor
O=C(O)CCc1nc(-c2ccccc2Cl)no1	8	-1	-7[fluorescence artefact?]	11	4	4	-10[fluorescence artefact?]	1	3
CCOC(=O)c1c(C)c(C(=O)O)n(C)c1C	-5	0	9	-4	10	0	2	-19	4

Next entries follow.
SMILES	FXIa inh	Wee1 stabilizer	14-3-3 Bad PPI	FXIIa inh 1536	hK5 inh	Rad51 HR inh	eIF4E 4G PPI	MDM2 E3 inh	p97 inhibitor
COc1ccc(Nc2cc(C(=O)NCCCN3CCOCC3)c3ccccc3n2)cc1OC	2	0	-4	13	-8	2	-2	-16	-8
CCCCCn1c(-c2ccco2)nc2nc3ccccc3nc21	-1	2	-4[fluorescence artefact?]	0	-4	.	6[fluorescence artefact?]	-21	2
Cc1ccc(C(C(=O)NC(C)(C)C)N(Cc2ccco2)C(=O)Cn2nnc(-c3cccs3)n2)cc1 (stereo not drawn)	6	-1	2[fluorescence artefact?]	10	-15	0	0	.	0
Cc1cccc(-c2nc3c(c(SCC(N)=O)n2)CCCC3)c1	0	2	-9	9	-10	2	0[fluorescence artefact?]	3	-5
CCOC(=O)NN1C(=O)c2ccccc2NC1c1ccc(OC)cc1OC (stereo not drawn)	-6	7	-22	1	-13	-8	-4	-1	1
CC(Cc1cccs1)NC(=O)Nc1ccccc1 (stereo not drawn)	5	-3	0	9	-1	2	-5	-8	5
CCCCCc1cc(=O)oc2c(C(CCN3CCCCC3)c3cc(OC)c(OC)c(OC)c3)c(OC)cc(OC)c12 (stereo not drawn)	-1	.	0	3	0	6	-2	6	.
